miR-122 sensor – blocks miR-122 activity in Huh7 sensor cells; Huh7 miR-122 Renilla luciferase sensor, 48 h; neutral wells = 0, positive control = 100; AID 602342; activation (reporter increase), % at 12.5 µM; hit rate 0.3% among 340,000;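 active = mean replicate activation score at least 90 and every replicate individually at or above 90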;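 note: higher luciferase means less miR-122 activity so hits act as miR-122 inhibitors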
RAD52 anneal inh – inhibitors of human RAD52 DNA annealing. P43351. recombinant RAD52 DNA annealing, FRET fluorescence. inhibition, % at 18.7 µM. hit rate 0.46% among 360,000;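 active = every replicate showing at least 50% inhibition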
PglD DTNB – PglD (C. jejuni) enzyme inhibition; purified PglD enzyme, DTNB colorimetric CoA detection; inhibition, % at 12.5 µM; hit rate 0.098% among 360,000; AID 602405; in the data active = inhibition above about 16%, passing the limit was not always enough; note: strong numbers were not always called active
RAD54 branch – inhibitors of human RAD54 branch migration; Q92698; RAD54 Holliday junction branch migration, FAM/BHQ fluorescence; inhibition, % at 10.4 µM; hit rate 0.14% among 360,000;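 active = mean normalized replicate activity at least 40 and at least half of replicates scoring 40 or more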;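 note: 0% = median of neutral control wells and 100% = median of positive control wells; inhibitors cause a drop in the FAM fluorescence signal; in these data hits start at about 50%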
Cneo AK release – causes C. neoformans cell lysis. adenylate kinase release luminescence, 4 h; normalised: neutral wells 0, clomiphene wells 100. hit rate 0.2% among 360,000. lysis activity, % at 15 µM. AID 651654;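 active = mean lysis activity across replicates of at least 80%, whatever share of replicates individually reach that level; inactive = mean lysis activity below 80%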
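Material: C. neoformans cells | Amount: Yeast cell density of 5 × 10^6 cells/mL | Medium: Fresh YPD growth medium | Dosing: Single dose | Times: Static 4 h at 37 °C with compound, 1 h detection | Detection: AK luminescence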
PGC1a acetyl inh – lowers PGC1a acetylation signal in U2OS cells. AlphaScreen anti-acetyl-lysine; with virally co-expressed GCN5 acetyltransferase. inhibition, % at 15.6 µM. AID 651687. hit rate 0.17% among 350,000;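 active = every replicate shows inhibition of at least 40%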;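 note: 0% = neutral control wells and 100% = positive control wells; some results beyond the cut were filed as inactive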
ERAP1 HTS inh – ERAP1 (human) enzyme inhibition; hit rate 0.15% among 340,000; inhibition, % at 10.7 µM; Q9NZ08; recombinant ERAP1, Leu-AMC fluorescence, 60 min;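 active = mean replicate inhibition of at least 30%, or all replicates individually reaching that 30% level; inactive = mean below 30% and not every replicate reaching it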;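 note: 0% = neutral control wells and 100% = L-leucinethiol positive control wells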
Target sequence (Q9NZ08 whole entry, looked up): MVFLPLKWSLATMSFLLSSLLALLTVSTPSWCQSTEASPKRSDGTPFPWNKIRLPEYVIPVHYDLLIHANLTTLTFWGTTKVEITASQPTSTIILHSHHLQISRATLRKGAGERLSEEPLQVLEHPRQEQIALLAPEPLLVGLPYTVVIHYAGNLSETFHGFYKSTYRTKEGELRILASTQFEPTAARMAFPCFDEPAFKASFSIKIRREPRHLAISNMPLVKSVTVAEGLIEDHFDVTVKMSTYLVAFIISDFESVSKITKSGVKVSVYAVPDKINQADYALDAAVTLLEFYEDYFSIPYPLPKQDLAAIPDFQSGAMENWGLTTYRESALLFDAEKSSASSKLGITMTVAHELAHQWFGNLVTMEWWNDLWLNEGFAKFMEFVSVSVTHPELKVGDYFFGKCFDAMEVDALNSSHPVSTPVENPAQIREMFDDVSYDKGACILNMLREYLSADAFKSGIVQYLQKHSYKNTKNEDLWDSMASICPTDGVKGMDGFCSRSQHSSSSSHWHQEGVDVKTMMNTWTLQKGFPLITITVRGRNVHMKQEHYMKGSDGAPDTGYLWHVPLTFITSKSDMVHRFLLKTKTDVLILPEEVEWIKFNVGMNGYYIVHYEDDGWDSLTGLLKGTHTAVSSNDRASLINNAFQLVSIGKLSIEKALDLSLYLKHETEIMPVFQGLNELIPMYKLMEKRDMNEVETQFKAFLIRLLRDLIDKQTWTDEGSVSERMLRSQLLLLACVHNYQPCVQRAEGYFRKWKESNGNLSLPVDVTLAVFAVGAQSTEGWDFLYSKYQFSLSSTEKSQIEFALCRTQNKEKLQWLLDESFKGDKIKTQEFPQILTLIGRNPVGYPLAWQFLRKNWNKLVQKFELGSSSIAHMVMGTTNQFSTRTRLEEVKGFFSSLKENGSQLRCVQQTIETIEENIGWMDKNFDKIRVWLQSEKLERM
E-sel inducer – E-selectin induction on HUVECs; HUVEC E-selectin immunofluorescence imaging; normalized: neutral wells 0, TNF-alpha wells 100; activation, % at 7.58 µM; hit rate 0.37% among 260,000; AID 686992;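 active = mean E-selectin-positive cell signal at least 10% of the positive control, reached in at least 60% of replicates, without over 20% cell loss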;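 note: in these data hits start at about 27%; measured in HUVEC primary endothelial cells; signal is the percent of cells scored E-selectin positive by PE staining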
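Test system: HUVEC; input: 3,000 HUVEC/well; measured by: immunofluorescence imaging; read-out: % PE-positive cells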
* marks the source's active call; other numbers are inactive results; nt = no result given; & = joins results of further samples; [ ] = another dose, or the depositor's remark.

SMILES | miR-122 sensor | RAD52 anneal inh | PglD DTNB | RAD54 branch | Cneo AK release | PGC1a acetyl inh | ERAP1 HTS inh | E-sel inducer
O=C(Nc1cccnc1)c1c(F)c(F)c(F)c(F)c1F | nt | nt | 2.4 | -0.5 | 0.9 | -1.3 | nt | nt
CN(C)C(=O)[C@@H]1[C@@H](CO)[C@@H]2Cn3c(ccc(C4=CCCCC4)c3=O)[C@H]1N2Cc1cccnc1 | -0.7[16.7 µM] | -20.4 | -2.7 | 0.3 | -6.5 | nt | nt | 0.3
O=C1/C(=C/c2ccc(Cl)cc2)SC(=S)N1CCC(=O)N1CCCCC1CCO (stereo not given) | 4.7 | -41.0 | 2.2 | -6.6 | -4.6 | -4.1 | 8.2 | nt
COc1cc(C2C(C#N)=C(N)Oc3cc(N(C)C)ccc32)cc2c1OCO2 (stereo not given) | 57.7 | nt | -1.5 | -15.0 | -0.9 | -2.4 | nt | nt
CN1CCN(C(=O)C2=C[C@@H](c3csc4ccccc34)C[C@@H](OCCCCO)O2)CC1 | -1.0 | -5.9&-12.9 | 2.0&1.0 | -3.5&-1.1 | -0.1&-1.2 | 8.8&6.0 | -0.6&1.7 | -0.1
Cc1ccc(S(=O)(=O)Nc2ccc3c(c2)C(=O)N([C@@H](C)CO)C[C@H](C)[C@H](CN(C)C(=O)C2CCCCC2)OCCCC[C@@H](C)O3)cc1 | -1.9[16.7 µM] | 6.4 | -2.7 | -0.1 | -2.2 | 0.1 | 1.2 | -0.2
COc1cc(/C=C(\NC(=O)c2cc(OC)c(OC)c(OC)c2)C(=O)NC(C(=O)O)c2ccccc2)cc(OC)c1OC (stereo not given) | nt | -11.4 | 2.5 | 3.7 | -3.9 | 14.3 | 3.2 | nt
COc1ccc(NC(=O)N(C)C[C@H]2Oc3ncc(-c4ccc(C#N)cc4)cc3C(=O)N([C@@H](C)CO)C[C@H]2C)cc1 | 24.7[16.7 µM] | 2.0 | -2.0 | -3.9 | -2.3 | 7.8 | -0.1 | -0.2
CCC(C)(C)NC(=O)C(c1ccc(OC)cc1)N(C(=O)CCC(=O)Nc1cc(C)on1)c1ccc(OC)cc1OC (stereo not given) | -1.6 | -14.1 | -2.7 | 4.6 | 6.5 | nt | -1.3 | nt
Cc1ccc(S(=O)(=O)N2CCC(C(=O)N3CCN(Cc4ccccc4)CC3)CC2)cc1 | -3.9 | -13.6 | -4.3 | -3.2 | 2.0 | -5.7 | 0.2 | 1.2
CC(=O)Nc1ccc2nc(NC(=O)CS(=O)(=O)c3ccc(F)cc3)sc2c1 | 5.1 | -7.9 | 9.4 | -4.5 | -0.4 | -1.3 | -3.1 | 0.0
CC(C)NC(=O)N(C)C[C@@H]1Oc2ccc(NC(=O)NC3CCCCC3)cc2C(=O)N([C@H](C)CO)C[C@H]1C | -3.0[16.7 µM] | -11.8 | -2.7 | 1.5 | -0.6 | 8.4 | 1.6 | -1.9
O=C(Cn1cnc2ccccc2c1=O)NCCC(=O)Nc1ccc(F)cc1 | nt | 2.4 | -1.5 | -8.6 | -3.7 | nt | 1.4 | nt
COC(=O)c1ccccc1S(=O)(=O)Nc1ccc(OC)nc1 | -0.9 | nt | 2.7 | 1.7 | -0.2 | 14.1 | nt | nt
Cc1ccc(NC(=O)C(=O)NCCCN2CCCC2=O)cc1 | nt | -7.6 | 2.6 | 1.4 | -7.6 | nt | -2.7 | nt
C/C=C/c1ccc2c(c1)O[C@H](CN(C)C(=O)Nc1cc(F)ccc1F)[C@@H](C)CN([C@H](C)CO)S2(=O)=O | 73.7[16.7 µM] | -21.0 | -0.1 | -9.2 | 0.0 | 15.2 | 3.3 | -0.1
Cc1ccc(NC(=S)N2CCC(NC(=O)c3ccc(F)cc3)CC2)cc1C | 1.8 | -22.2 | -5.1 | -6.2 | -1.7 | nt | -0.7 | nt
COc1ccccc1C(=O)N1C[C@H]2[C@@H](c3ccccc31)[C@@H](CO)N2CC1CCOCC1 | -7.1[16.7 µM] | nt | 0.1 | 4.7 | -6.6 | 5.6 | nt | -0.3
CC1(c2ccc(Cl)cc2Cl)NC(=O)N(CC(=O)NCCC2=CCCCC2)C1=O (stereo not given) | 16.2 | -18.3 | 5.7 | -1.7 | -0.7 | nt | 0.9 | -0.1
COc1ccc(NC(=O)CC#N)cc1OC | 53.6 | nt | -2.0 | -13.9 | -0.7 | -8.3 | nt | nt
COc1ccccc1N1CCN(/N=C\C(Br)=C\c2ccccc2)CC1 | -8.8 | -14.7 | 3.4 | 5.5 | -0.2 | -5.7 | 1.9 | nt
CCN(CC(=O)Nc1cccc(C(C)=O)c1)S(=O)(=O)c1ccc(C)cc1 | 9.5 | -10.9 | -6.8 | -0.3 | 1.2 | -15.2 | -1.7 | nt
O=C(N[C@@H]1CC[C@H](CCNS(=O)(=O)c2ccc(F)cc2)O[C@H]1CO)c1ccccn1 | nt | -11.9 | 1.2 | -8.8 | 0.2 | -5.2 | -3.5 | -0.7
Cc1cc(C)cc(NC2=NC3(CCCCC3)N=C(N)N2)c1 | 108.7* | nt | 2.0 | 3.7 | 2.5 | 25.5 | nt | nt
NC(=O)c1cccc(NC(=O)Nc2ccc(Cl)cc2)c1 | 9.2 | -8.3 | 8.1 | 3.4 | -1.3 | 2.4 | 1.2 | 0.0

The closing 4 entries of the section before lead into the next:
SMILES | miR-122 sensor | RAD52 anneal inh | PglD DTNB | RAD54 branch | Cneo AK release | PGC1a acetyl inh | ERAP1 HTS inh | E-sel inducer
CCN(CC(=O)Nc1cccc(C(C)=O)c1)S(=O)(=O)c1ccc(C)cc1 | 9.5 | -10.9 | -6.8 | -0.3 | 1.2 | -15.2 | -1.7 | nt
O=C(N[C@@H]1CC[C@H](CCNS(=O)(=O)c2ccc(F)cc2)O[C@H]1CO)c1ccccn1 | nt | -11.9 | 1.2 | -8.8 | 0.2 | -5.2 | -3.5 | -0.7
Cc1cc(C)cc(NC2=NC3(CCCCC3)N=C(N)N2)c1 | 108.7* | nt | 2.0 | 3.7 | 2.5 | 25.5 | nt | nt
NC(=O)c1cccc(NC(=O)Nc2ccc(Cl)cc2)c1 | 9.2 | -8.3 | 8.1 | 3.4 | -1.3 | 2.4 | 1.2 | 0.0
CCCCCCCC1CC(CSc2ncn[nH]2)OC1=O (stereo not given) | -2.1 | nt | 0.8 | -4.3 | 6.6 | -53.4 | nt | nt
COc1ccc2c(c1)cc1c(=O)n(CC(=O)NCCCOC(C)C)nc(C)n12 | -2.7 | -2.7 | 3.6 | 3.0 | -1.5 | -4.6 | 0.2 | 0.4
CCC(C)(C)NC(=O)C(c1ccccc1F)N(C(=O)c1ccn[nH]1)c1ccccc1 (stereo not given) | -2.2 | nt | -0.3 | -1.6 | -1.0 | 28.0 | nt | nt
O=C1c2ccc(Oc3ccc4c(c3)C(=O)N(CCCO)C4=O)cc2C(=O)N1CCCO | 3.8 | nt | -6.9 | 0.5 | 2.7 | -6.6 | nt | nt
CCCNS(=O)(=O)c1cc2c3c(c1)C(C)C(=O)N3CCC2 (stereo not given) | 42.4 | -2.5 | 0.7 | 6.1 | -1.0 | 5.5 | 2.1 | nt
O=C(CNC(=O)c1cccs1)OCC(=O)c1ccccc1Cl | nt | -9.0 | nt | nt | nt | 6.5 | -5.1 | 3.8
O=C(C1CCCC1)N1CCCCN2[C@H](CO)[C@H](c3ccc(C#CC4CC4)cc3)[C@H]2C1 | -21.9[16.7 µM] | 31.9 | 7.6 | 4.5 | -1.1 | -6.4 | -5.5 | nt
CC(C)N(Cc1nccn1C)C(=O)c1ccc2oc(CCCc3ccccc3)nc2c1 | 10.0 | -7.4 | 2.6 | 4.7 | -4.2 | nt | -0.8 | 0.2
COc1ccc(C(c2sc3nc(C)nn3c2O)N2CCC(C(N)=O)CC2)cc1OC (stereo not given) | -3.8 | -5.8 | 3.7 | 3.1 | 3.6 | -6.8 | 2.1 | 0.0
C(=N\N1CCN(c2ccccc2)CC1)/c1ccccc1 | -1.3 | -13.1 | -6.5 | -3.3 | -0.9 | 3.0 | -2.3 | -1.2
CCCCn1c(=N)n(CC(=O)c2ccc(Br)s2)c2ccccc21 | -15.7 | -12.0 | -2.9 | 5.7 | 2.9 | 16.2 | -1.9 | nt
CCN(CC(=O)NC(C)C)Cc1nc2c(Br)cc(Br)cc2c(=O)[nH]1 | -1.6 | -61.2 | -1.3 | 1.9 | -1.7 | 4.7 | nt | 0.2
CC(C)(C)c1ccc(CC(=O)N2CCC2(C)C(=O)NS(=O)(=O)c2ccc(Cl)cc2)cc1 (stereo not given) | -2.6 | -6.5 | -1.9 | 17.8 | 2.7 | 6.0 | 0.8 | 0.0
CNC[C@H]1Oc2ccc(NC(=O)Nc3ccc4c(c3)OCO4)cc2CC(=O)N([C@H](C)CO)C[C@@H]1C | 4.6[16.7 µM] | 0.4 | -1.9 | -4.2 | 36.5 | 1.6 | 1.7 | nt
Cc1ccc(CC(NC(=O)c2ccccc2)C(=O)NC(C)C(=O)O)cc1 (stereo not given) | -5.6 | nt | 3.1 | 9.9 | 3.0 | -42.1 | nt | nt
CC(C)CC#Cc1ccc([C@@H]2[C@H]3CN(C(=O)NC4CCCC4)CC(=O)N3[C@H]2CO)cc1 | nt | -9.4 | nt | nt | nt | 8.8 | 2.8 | -0.6
COc1ccc(C(=O)Nc2cccc(NC(=O)c3ccc(OC)cc3OC)n2)c(OC)c1 | nt | -6.6 | nt | nt | nt | -2.4 | -0.1 | 0.1
CCCCn1c(N)c(N(CC(C)C)C(=O)c2cc(-c3ccc(OC)cc3)nc3ccccc23)c(=O)[nH]c1=O | 31.1 | -6.6 | -4.8 | -7.3 | 0.7 | -3.7 | -0.1 | nt
CS(=O)(=O)c1ccc(-c2sc3ccccc3c2C(=O)N2CCN(c3ccc(F)cc3)CC2)cc1 | -1.3 | -12.8 | 4.2 | -7.4 | -5.3 | -0.1 | -0.2 | -0.1
CCCC(=O)N1C[C@@H]2[C@H](c3ccccc31)[C@@H](CO)N2C(=O)Nc1ccc(F)cc1 | 14.3[16.7 µM] | -10.4 | -2.3 | 3.7 | -4.3 | -3.4 | 2.2 | -0.1
Cc1cc(=O)oc2cc(OCCSCCN3CCCC3)ccc12 | -0.1 | -44.1 | -0.6 | 9.5 | 0.5 | 15.6 | 0.8 | 1.6
CCN(c1ccc(C)cc1C)S(=O)(=O)c1nnc(NC(=O)C(C)(C)C)s1 | 4.4 | -20.9 | -0.7 | -7.6 | 0.9 | 3.0 | -4.6 | 0.1
N/C(=N\OC(=O)CCC1CCCC1)c1ccc(Cl)cc1 | 1.6 | -4.8 | -0.9 | 4.3 | 2.4 | 5.9 | -0.1 | -0.2
C[C@H]1CN([C@@H](C)CO)C(=O)Cc2cc(NC(=O)Nc3ccccc3)ccc2O[C@H]1CN(C)C | 2.1[16.7 µM] | -25.4 | 5.1 | -3.7 | -1.9 | 9.1 | -6.9 | 42.4*
O=[N+]([O-])c1cc(Cl)c(Cl)c(Cl)c1Cl | -5.9 | -7.9 | -2.1 | -10.0 | -1.4 | -11.0 | -1.4 | nt
Cn1nc(C(F)(F)F)c(C(=O)Nc2cccc(C(F)(F)F)c2)c1SCc1ccc(Cl)cc1 | 10.2 | nt | -4.5 | -1.8 | 5.1 | -10.7 | nt | nt
COc1ccc(Cl)cc1N1C(=O)C2CCCN2C1c1ccc(F)c(F)c1 (stereo not given) | 1.0 | -15.7 | -1.4 | -0.1 | 3.4 | -6.7 | -1.7 | 0.0
O=C(c1ccco1)N1CCN(Cc2cc(=O)c(OCc3cccc(Cl)c3)co2)CC1 | -2.3 | -15.5 | 2.2 | 3.9 | 0.7 | nt | 0.1 | -0.3
CCC(=O)N/N=C/c1ccc(-c2ccc(Cl)cc2)o1 | nt | -12.1 | nt | nt | nt | 3.6 | -3.2 | 1.8

Screens (PubChem)
